From PubChem BioAssay
NadD block – blocks S. aureus nicotinate mononucleotide adenylyltransferase | purified NadD enzyme, colorimetric absorbance read-out | inhibition, % at 20 µM | actives 0.78% (n = 360,000) | AID 602399; in the data active = inhibition above about 26%; also: some compounds past the cut are filed as inactive
Neddylation inh – cullin neddylation inhibition; actives 0.58% (n = 360,000); TR-FRET cullin neddylation, biochemical; calls only at 25 µM; AID 651699; in the data active = inhibition above about 36%
Scp-1 inhibitor – Scp-1 (human) phosphatase inhibition; Recombinant Scp1, phosphopeptide, malachite green phosphate absorbance; inhibition, % at 20 µM; actives 0.88% (n = 340,000); AID 493091;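 active = inhibition above about 50% at 20 µM, limit read from the data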;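 also: plate controls were DMSO wells with enzyme for no effect and wells lacking enzyme for full effect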
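Assay system: SCP-1 catalytic fragment, aa 76-261 | Buffer or medium: Tris acetate buffer pH 5.5 with MgCl2 and Tween-20 | Compound: One concentration, 20 µM, with 1.0% DMSO | Also added: Phospho 17-mer peptide substrate | Signal: Absorbance at 630 nm | Incubation: 45 min enzyme reaction at room temperature | Measure: % inhibition of SCP-1 phosphate liberation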
SUMO1-SIM PPI – alters human SUMO1 binding to SIM partners; P63165; SUMO1 binding to a labelled peptide, TR-FRET, 1 h; inhibition, % at 20 µM; actives 0.33% (n = 360,000); AID 602429; in the data active = inhibition above about 37%
LMPTP inh – blocks human LMPTP phosphatase. P24666. recombinant LMPTP-A, OMFP fluorogenic substrate, fluorescence intensity. inhibition, % at 20 µM. actives 0.22% (n = 360,000);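 active = compounds that cut the enzyme signal by at least half of the control window in the single-dose screen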;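 also: plate controls were DMSO wells with enzyme plus substrate for no effect and substrate without enzyme for full effect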
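Assay system: LMPTP-A, protein tyrosine phosphatase of low molecular weight / Medium: pH 6.0 Bis-Tris buffer with DTT and Triton X-100 / Schedule: 50 min enzyme reaction at room temperature, protected from light / Measured by: endpoint fluorescence intensity from OMFP dephosphorylation / Read-out basis: % inhibition relative to no-enzyme and uninhibited control wells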
SKN-1 inh – blocks SKN-1 activity in C. elegans; C. elegans VP596 Pgst-4::GFP/RFP ratio, acrylamide-induced, 24 h; inhibition, % at 21.8 µM; actives 0.49% (n = 360,000);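 active = interference check ratio from 0.5 to 1.5 plus GFP to RFP signal ratio inhibition reaching or exceeding a fixed threshold, cut at about 30% in these data, passing the limit was not always enough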; also: some compounds called inactive have numbers as strong as hits
DNMT1 inh – DNMT1 (human) enzyme inhibition. DNMT1 molecular beacon, Hinp1I cleavage, fluorescence. inhibition (reported as % activation of signal), % at 10 µM. actives 0.83% (n = 360,000); in the data active = inhibition above about 50%
Target sequence (P26358 504-1616 limits assumed): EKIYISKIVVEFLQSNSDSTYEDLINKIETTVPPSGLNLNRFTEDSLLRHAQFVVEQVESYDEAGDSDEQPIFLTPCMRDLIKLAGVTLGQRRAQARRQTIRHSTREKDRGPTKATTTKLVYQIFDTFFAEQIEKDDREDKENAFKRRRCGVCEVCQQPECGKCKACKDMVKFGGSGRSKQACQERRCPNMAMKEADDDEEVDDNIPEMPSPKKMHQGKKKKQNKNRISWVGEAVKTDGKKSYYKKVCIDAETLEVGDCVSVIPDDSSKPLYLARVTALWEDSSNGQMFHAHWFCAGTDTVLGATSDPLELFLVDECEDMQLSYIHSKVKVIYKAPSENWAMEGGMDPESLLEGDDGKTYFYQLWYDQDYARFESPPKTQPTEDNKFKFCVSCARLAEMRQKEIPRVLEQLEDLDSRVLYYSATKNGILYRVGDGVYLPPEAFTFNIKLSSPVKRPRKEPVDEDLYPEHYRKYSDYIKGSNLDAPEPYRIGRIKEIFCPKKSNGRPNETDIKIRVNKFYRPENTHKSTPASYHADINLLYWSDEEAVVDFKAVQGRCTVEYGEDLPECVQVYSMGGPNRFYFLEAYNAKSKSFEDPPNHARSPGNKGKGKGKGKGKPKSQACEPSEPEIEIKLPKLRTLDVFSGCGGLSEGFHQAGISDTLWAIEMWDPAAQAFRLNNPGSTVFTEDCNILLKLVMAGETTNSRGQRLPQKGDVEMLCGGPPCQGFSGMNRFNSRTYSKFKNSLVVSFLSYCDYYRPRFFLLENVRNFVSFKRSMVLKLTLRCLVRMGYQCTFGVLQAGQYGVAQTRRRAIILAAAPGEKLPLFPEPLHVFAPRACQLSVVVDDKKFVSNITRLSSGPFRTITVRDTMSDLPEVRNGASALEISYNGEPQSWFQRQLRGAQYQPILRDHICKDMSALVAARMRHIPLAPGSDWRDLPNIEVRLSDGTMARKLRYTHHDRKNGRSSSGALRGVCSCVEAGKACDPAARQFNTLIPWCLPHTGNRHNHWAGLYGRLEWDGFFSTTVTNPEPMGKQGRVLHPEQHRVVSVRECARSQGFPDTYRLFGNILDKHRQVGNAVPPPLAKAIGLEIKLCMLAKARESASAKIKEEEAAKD
TbMetRS inhib – blocks T. brucei methionyl-tRNA synthetase activity. AID 624268. inhibition, % at 11.9 µM. actives 0.4% (n = 360,000). purified T. brucei MetRS, ATP depletion, Kinase-Glo luminescence;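 active = inhibition above a per-plate cutoff of the control wells' mean inhibition plus 3 SD, cut at about 5.5% in these data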;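 also: 0% = DMSO wells median and 100% = median of wells with control inhibitor compound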
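technique = Kinase-Glo luminescence, ATP depletion format | system = purified MetRS (methionyl-tRNA synthetase) enzyme from Trypanosoma brucei | timing = 15 min preincubation, 2 h reaction, all 25 °C | evaluation = percent inhibition versus plate control medians | dosing = single dose, 11.9 µM final nominal, 0.9% final DMSO | also added = substrates ATP, L-methionine and bulk Escherichia coli tRNA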
STEP inh – blocks human striatal-enriched tyrosine phosphatase; P54829; recombinant STEP, OMFP fluorogenic substrate, fluorescence; inhibition, % at 20 µM; actives 0.25% (n = 360,000); AID 588621;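 active = inhibition at 20 µM, scaled per plate between control wells, above about 37%, limit read from the data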;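 also: 0% = DMSO with enzyme and substrate and 100% = substrate only without enzyme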
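Assay system: isolated STEP enzyme. Buffer or medium: pH 6.0 Bis-Tris with DTT and Tween 20. Also added: fluorogenic phosphatase substrate OMFP at 25 µM final. Dosing: 20 µM, 1% DMSO. Timing: 20 min reaction, room temperature, in the dark. Measured by: fluorescence intensity, excitation 480 nm, emission 540 nm. Evaluation: normalized % inhibition.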
NRP1-CendR mod – alters CendR peptide binding to human NRP-1; FAM-RPARPAR peptide binding to NRP-1, fluorescence polarization; inhibition, % at 25 µM; actives 0.85% (n = 360,000); AID 602438;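 active = inhibition or corrected inhibition above about 18%, plus a signal ratio from 0.5 to 1.5, limit read from the data, passing the limit was not always enough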; also: strong numbers were not always called active
* = called active by the depositor; i = inactive; / = not tested or not shown.

molecule | SKN-1 inh | DNMT1 inh | TbMetRS inhib | SUMO1-SIM PPI | NRP1-CendR mod | Scp-1 inhibitor | LMPTP inh | Neddylation inh | STEP inh | NadD block
Cc1ccc(-n2ncc3c2CCCC3NC(=O)CCc2c(C)noc2C)cc1C (centres undefined) | 2 | 0 | -0.4 | -3 | 7 | -5 | -0.1 | i | -1 | 1
O=C(C1=C[C@H](c2ccc(Br)cc2)C[C@H](OCCCCO)O1)N1CCN(Cc2ccc3c(c2)OCO3)CC1 | 3 | -2 | -0.1 | 8 | -8 | 4 | 0.2 | i | -1 | -5
CC(C)(C)C1CCC(C(=O)Nc2ccc(N3CCOCC3)cc2N2CCOCC2)CC1 (centres undefined) | 12 | -2 | -0.3 | 4 | -3 | -10 | 1.0 | i | 1 | 7
CCC(C)(C)NC(=O)C(c1ccc(OC)cc1)N(C(=O)CCC(=O)Nc1cc(C)on1)c1cc(OC)ccc1OC (centres undefined) | -7 | -3 | -0.3 | 2 | 10 | -5 | 0.3 | i | 0 | 1
Cc1cccc(NC(=O)CN2C(=O)N/C(=C\c3ccc(N4CCOCC4)cc3)C2=O)c1 | 5 | 44 | 0.2 | -9 | -9 | -7 | -1.1 | i | 4 | 12
CC(C)CNC1CCS(=O)(=O)C1 (centres undefined) | 5 | 1 | -0.3 | -3 | 2 | -4 | -1.3 | i | 3 | 0
CCCN1C(=O)N(C)C(N(O)C(=O)NC)C1(C)C (centres undefined) | 15 | -1 | -1.1 | 3 | -5 | -5 | -1.7 | i | 1 | -7
OCc1nnn(-c2cccc(C(F)(F)F)c2)c1CO | -6 | 1 | -1.0 | -1 | -5 | -7 | -2.4 | i | 1 | 0
O=C(c1ccc(NS(=O)(=O)c2ccc(Cl)c(Cl)c2)cc1)N1CCOCC1 | 4 | -2 | 0.1 | 7 | 3 | -5 | -1.5 | i | 0 | 3
Cc1ccccc1Cc1c(C)nc2nc(SCC(=O)NCCCN3CCCCC3)nn2c1C | 1 | 1 | 0.2 | 10 | 0 | -6 | -3.2 | i | -1 | -8
COc1ccccc1N(C)S(=O)(=O)c1ccc(Cl)c(C(=O)NCC2(N(C)C)CCCCC2)c1 | -14 | 3 | -0.5 | 0 | 8 | -3 | -0.9 | i | 0 | -6
CC(=O)N1CCOc2ccc(S(=O)(=O)Nc3ccc(Cl)cn3)cc21 | -15 | 1 | -0.5 | 0 | 1 | -5 | -1.1 | i | -2 | -3
Cc1cc(S(=O)(=O)N(Cc2ccccc2)Cc2ccc(N(C)C)cc2)ccc1-n1cnnn1 | 7 | -6 | -0.2 | 3 | -2 | -1 | 2.4 | i | 7 | 5
COc1cc(/C=N\NC(=O)C2CC3C=CC2C3)ccc1O (centres undefined) | 9 | 2 | 0.2 | 4 | 8 | -6 | -1.1 | i | -3 | 2
COC/C=C/C1=CC2=CC(=O)C(C)(OC(=O)c3cnc4ccccc4n3)C(=O)C2=CN1Cc1ccco1 (centres undefined) | 13 | -7 | -0.2 | -7 | 30* | -6 | 1.4 | i | 0 | 2
COc1ccc(C(=O)N2CCc3c([nH]c4ccccc34)C2C(F)(F)F)cc1 (centres undefined) | -3 | 2 | -0.8 | 0 | 8 | -30 | 2.6 | i | 1 | -3
COC(=O)c1sc2nc(C)cc(-c3ccccc3)c2c1N | 10 | -2 | -0.4 | -12 | -16 | -7 | 1.1 | / | 2 | 1
CCOP(=O)(c1c(F)c(F)c(F)c(F)c1F)C1(O)CCCCC1 (centres undefined) | 4 | 3 | -0.3 | -4 | 0 | -5 | -2.1 | i | 5 | -7
COc1ccc(N=Cc2c(O)[nH]c3ccccc23)cc1OC | 11 | -5 | -0.4 | -35 | -6 | -4 | 2.4 | i | 12 | 1
COC(=O)CN(c1nc(C)cc(OC)n1)S(=O)(=O)c1ccccc1 | -17 | -1 | -1.0 | 6 | 0 | -11 | -2.5 | i | -5 | -2
CSc1ccc(CN2CCN(C3CCCC3)C(CCO)C2)cc1 (centres undefined) | -1 | 8 | -0.8 | 0 | 14 | -2 | -0.6 | i | -2 | -1
COCCN(C(=S)Nc1c(C)cccc1C)C(C)c1ccco1 (centres undefined) | -17 | 3 | -0.2 | 5 | -8 | -8 | 0.1 | i | 0 | -3
CCOC(=O)CCSc1nc(-c2ccc3c(c2)OCO3)cc(C(F)(F)F)c1C#N | 10 | 0 | -1.1 | 1 | 6 | 19 | 1.8 | i | -1 | 4
Cc1ccc(-c2nnc(-n3nc(C)cc3C)c3ccccc23)cc1 | 10 | 3 | 0.1 | -7 | -13 | -4 | -0.3 | i | -3 | 0
Cc1noc(/C=C/N(C)C)c1S(=O)(=O)N1CCCC(C(=O)NC2CCCCC2)C1 (centres undefined) | -5 | -2 | -0.2 | 0 | -14 | 38 | -1.7 | i | -2 | -5
O=C(Nn1cnnc1)c1cc(Cl)cc(Cl)c1 | 7 | 1 | -0.7 | -8 | 10 | -5 | -0.4 | i | -1 | 4
CS(=O)(=O)N(CC(=O)N1CCCC1)Cc1ccccc1 | 8 | -1 | -0.1 | 1 | 0 | -12 | -2.9 | i | -4 | -1
c1ccc2c(c1)nnn2-c1ncnc2sccc12 | 6 | 4 | -0.9 | 1 | 1 | 2 | 2.0 | i | -1 | -5
C=CCNC(=S)N/N=C(\C)c1cccnc1 | 3 | -7 | 0.0 | -2 | 16 | -8 | -1.2 | i | -2 | -7
O=C(Cn1sc2ccccc2c1=O)Nc1ccc(Br)cc1 | -4 | 0 | 0.4 | 6 | -11 | / | -2.7 | i | 1 | 2
Cc1cc(/C=C(\C#N)C(=O)OCC(=O)Nc2ccc(OC(F)F)cc2)c(C)n1CC(C)C | 11 | -10 | 0.4 | -10 | 4 | -9 | 2.2 | i | -1 | -3
O=C(O)c1ccc(S(=O)(=O)N2CCC3(CC2)CC(=O)c2ccccc2O3)cc1 | 0 | 0 | -0.3 | -1 | -2 | -2 | -1.2 | i | 0 | 1
CCCNC(=O)c1ccc(N2CCC3(CC2)CC(c2ccc(Cl)cc2)=NO3)c([N+](=O)[O-])c1 | -9 | -2 | -0.4 | -21 | 6 | -4 | 0.1 | i | -1 | -2
COc1cc(CN(CCc2c(C)[nH]c3ccc(C)cc23)C(=S)NC(C)(C)C)cc(OC)c1OC | 0 | -7 | -0.3 | 3 | 12 | 0 | 2.3 | i | -1 | -7
COC(=O)c1ccccc1NC(=S)NC(=O)C1CCCCC1 | -7 | 0 | -1.2 | 1 | 0 | -5 | -0.3 | i | -2 | -3
COc1ccc(-n2c3c(cc(C(=O)N4CCCCC4)c2=O)C(=O)CC(C)(C)C3)cc1 | -17 | 2 | -0.1 | 2 | -8 | 0 | -0.7 | i | 1 | 3
O=C(Oc1ccccc1C(=S)N1CCCCC1)c1cc([N+](=O)[O-])cc([N+](=O)[O-])c1 | -10 | -4 | 0.7 | -24 | 10 | -11 | 0.9 | i | 5 | 13
CCOC(=O)/C=C/C(=O)OCC(=O)NCc1ccccc1 | 7 | -1 | 0.0 | 1 | -6 | -3 | -1.0 | i | -3 | -2
Cc1ccc(C(=O)Nc2c3c(nn2C(C)(C)C)CS(=O)(=O)C3)cc1[N+](=O)[O-] | 10 | 6 | -1.0 | 2 | 5 | -1 | -1.0 | i | -5 | -10
O=C1CCC(C(=O)N2CCCC2)CN1CCc1cccc(F)c1 (centres undefined) | 4 | 1 | 0.3 | -4 | 12 | -2 | 0.2 | i | -1 | 2
Cc1ccc(Cl)c(OC(=O)Cn2cnc3c2c(=O)n(C)c(=O)n3C)c1 | -1 | 0 | -0.9 | 1 | 0 | -5 | -0.1 | i | 0 | 4
Cc1ccc(-n2nc(C(=O)NN)c(C)c(C#N)c2=O)cc1Cl | 14 | -5 | -0.3 | -20 | -3 | 4 | -1.2 | i | -3 | -2
Nc1nc(SCc2ccccc2)sc1C(=O)N1CCCCC1 | -3 | 4 | -0.3 | -3 | 5 | / | -1.1 | i | 2 | 1
COc1cc(N)ccc1-c1cc2ccccc2oc1=O | 14 | -4 | -0.3 | -19 | -5 | -6 | 0.4 | i | 1 | -2
CC(C)NC(=O)N1CCOCCOCCN(C(=O)NC(C)C)CCOCCOCC1 | 3 | 1 | -0.5 | -1 | -1 | -7 | -0.6 | i | 2 | 2
O=C(NCCc1ccco1)C(=O)NCC1OCCCN1S(=O)(=O)c1ccc(Cl)cc1 (centres undefined) | -13 | 1 | -0.2 | 0 | 0 | -10 | 1.7 | i | 3 | 0
NS(=O)(=O)c1ccc(NC(=O)CSc2nc3ccccc3[nH]2)cc1 | 3 | 7 | 1.9 | 1 | 5 | 10 | -0.2 | i | 4 | -4
Cc1cccc(C)c1-n1nnnc1C1c2ccccc2C(=O)N1CCCN1CCOCC1 (centres undefined) | 3 | / | -0.3 | 6 | 4 | / | -1.8 | i | / | 1
O=C(Nc1ccc(F)cc1F)N1CCN(C(=O)c2ccco2)CC1 | -9 | 3 | -0.3 | 7 | 7 | 1 | 0.2 | i | 0 | -2
CCOc1cccc(/C=N/NC(=S)Nc2ccccc2[N+](=O)[O-])c1O | 6 | 16 | -0.4 | -9 | -4 | -8 | 0.3 | i | 3 | 18

Reprinted at random: 2 entries already listed.
molecule | SKN-1 inh | DNMT1 inh | TbMetRS inhib | SUMO1-SIM PPI | NRP1-CendR mod | Scp-1 inhibitor | LMPTP inh | Neddylation inh | STEP inh | NadD block
CCOC(=O)/C=C/C(=O)OCC(=O)NCc1ccccc1 | 7 | -1 | 0.0 | 1 | -6 | -3 | -1.0 | i | -3 | -2
CCCNC(=O)c1ccc(N2CCC3(CC2)CC(c2ccc(Cl)cc2)=NO3)c([N+](=O)[O-])c1 | -9 | -2 | -0.4 | -21 | 6 | -4 | 0.1 | i | -1 | -2

The listing continues.
molecule | SKN-1 inh | DNMT1 inh | TbMetRS inhib | SUMO1-SIM PPI | NRP1-CendR mod | Scp-1 inhibitor | LMPTP inh | Neddylation inh | STEP inh | NadD block
CCN(CC(=O)Nc1ccc(NC(C)=O)cc1)C(=O)c1ccc(N2CCCC2)c([N+](=O)[O-])c1 | 0 | 0 | -0.3 | -30 | -4 | -5 | 0.2 | i | -1 | 0
O=C(N/N=C/c1cccnc1)c1cc(-c2ccc(Cl)cc2)nc2ccccc12 | 0 | -3 | 0.5 | 9 | 3 | -8 | 1.4 | i | 2 | 9
Cc1nn(CC(O)CN2c3ccccc3Sc3ccccc32)c(C)c1Br (centres undefined) | 5 | -2 | -0.2 | -3 | -4 | -2 | -0.4 | i | -3 | 8
COc1ccc(N(CC(=O)NC(C)(C)C)C(=O)c2ccco2)cc1 | 9 | -2 | -0.1 | 3 | -6 | 6 | 0.2 | i | -4 | 0
